NPY Y2 blocker = NPY-Y2 receptor antagonists, primary screen, cell-based. Neuropeptide Y receptor type 2 (Homo sapiens), P49146. NPY-Y2 expressing cells, antagonist mode. inhibition, % at 2.7 µM. hit rate 0.99% among 140,000; in the data active = inhibition above about 17%;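 note: 0% = vehicle with agonist challenge and 100% = reference antagonist with challenge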
Target sequence (P49146 whole entry, looked up): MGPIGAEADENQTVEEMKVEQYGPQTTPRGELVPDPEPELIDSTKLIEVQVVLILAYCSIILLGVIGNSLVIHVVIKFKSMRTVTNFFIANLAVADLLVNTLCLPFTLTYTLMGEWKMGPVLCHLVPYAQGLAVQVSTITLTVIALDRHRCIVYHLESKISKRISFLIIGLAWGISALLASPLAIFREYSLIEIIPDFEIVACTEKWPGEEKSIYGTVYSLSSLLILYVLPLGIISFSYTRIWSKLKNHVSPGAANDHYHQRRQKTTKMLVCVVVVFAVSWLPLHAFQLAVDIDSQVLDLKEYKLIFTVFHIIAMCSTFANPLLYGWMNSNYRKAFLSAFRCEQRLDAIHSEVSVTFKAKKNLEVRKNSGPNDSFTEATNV
GALR2 blocker = GALR2 antagonists in receptor-expressing cells, primary screen; Galanin receptor type 2 (Homo sapiens), O43603; antagonist mode; inhibition, % at 4 µM; hit rate 0.39% among 140,000; AID 828, 2007; in the data active = inhibition above about 27%;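 note: cells stimulated with galanin 1-16 at roughly its EC80; 0% = agonist challenge control and 100% = basal control without agonist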
Target sequence (O43603 whole entry, looked up): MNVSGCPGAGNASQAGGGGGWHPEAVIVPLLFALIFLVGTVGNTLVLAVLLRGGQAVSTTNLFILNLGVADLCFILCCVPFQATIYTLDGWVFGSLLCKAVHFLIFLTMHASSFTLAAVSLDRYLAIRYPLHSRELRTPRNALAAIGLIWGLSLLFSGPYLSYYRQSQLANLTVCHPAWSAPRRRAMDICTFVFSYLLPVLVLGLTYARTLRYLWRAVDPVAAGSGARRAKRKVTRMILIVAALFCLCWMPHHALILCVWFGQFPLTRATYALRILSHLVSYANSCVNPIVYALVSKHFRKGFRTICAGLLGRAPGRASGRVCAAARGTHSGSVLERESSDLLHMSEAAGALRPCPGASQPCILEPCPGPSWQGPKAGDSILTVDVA
Measles CPE = compounds protecting cells from measles virus cytopathic effect, primary screen, measles RdRp inhibitor project, single point, MLSMR library, absorbance | hit rate 1.5% among 140,000 | protection (pct of control), % at 4 µM | AID 841, 2007 | Measles virus-infected cells, CPE protection; in the data active = protection mostly above about 24%, no sharp cut-off; inactive = mostly below about 26%; note: some compounds called inactive have numbers as strong as hits
HCT116 PTEN-null = growth suppression of PTEN-null HCT116, primary screen, cell-based, CellTiter-Glo; HCT116 PTEN-null viability, 60 h; hits give low values; viability, % at 10 µM; hit rate 1.2% among 140,000;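 active = viability at or below a set limit, 4 SD under the median of all tested compounds, cut at about 3.7% in these data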;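 note: PTEN knockout HCT116 line with beta catenin targeted HCT116 as companion control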
bCat KO growth = primary screen for growth suppressors in beta-catenin knockout HCT116 cells (colon tumor, human); HCT116 beta-catenin knockout viability, CellTiter-Glo, 60 h; hits give low values; viability, % at 10 µM; hit rate 1.5% among 140,000; AID 818, 2007;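 active = viability at or under a set limit, the compound median less 4 SD, cut at about 6% in these data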;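 note: 0% = Hyamine 1622 control at 20 µM and 100% = untreated cell control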
MRP1 act = H69AR viability gain despite doxorubicin, primary screen, MRP-1 activator project, H69AR cells, CellTiter-Glo. viability rescue. hit rate 0.61% among 140,000. viability increase, % at 10 µM;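 active = viability gain under doxorubicin at or above a set limit, the compound median plus 3 SD, cut at about 4.7% in these data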;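 note: MRP-1 overexpressing cells given doxorubicin 25 µM after compound pretreatment; 18-22 h compound pretreatment then 72 h with doxorubicin before readout; 0% = doxorubicin-only wells and 100% = vehicle-treated cells without doxorubicin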
Phagocytosis inh = inhibitors of macrophage phagocytosis, primary screen, imaging, J774A.1 cells, IgG beads | AID 1029, 2008 | hit rate 0.07% among 110,000 | J774A.1 macrophage IgG-bead phagocytosis | inhibition, % at 5 µM;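 active = inhibition above the mean of the plate negative controls plus 5 SD, cut at about 13% in these data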;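 note: phagocytic index as fraction of beads internalized from green versus red external bead signal; plate controls were DMSO negative control for no effect and cytochalasin-D positive control for full effect; some results beyond the cut were filed as inactive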
Yeast life ext = compounds extending yeast replicative lifespan, primary screen, S. cerevisiae, OD615. S. cerevisiae growth with nicotinamide; deaD strain in restrictive glucose medium. inhibition of the nicotinamide effect, % at 10 µM. hit rate 0.68% among 130,000. AID 775, 2007;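 active = inhibition above a set limit, placed 3 SD over the median of all compounds, cut at about 26% in these data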;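 note: 0% = nicotinamide-treated wells and 100% = cells grown without nicotinamide; some compounds called inactive have numbers as strong as hits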
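assay system = DeaD-strain S. cerevisiae | measured by = absorbance at 615 nm | probe or stimulus = nicotinamide 1.5 mM | buffer or medium = CSMM-D glucose medium, restrictive | times = 48 h at 30 °C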
Yeast growth inh = growth inhibitors of yeast BB579 in restrictive medium, primary screen, yeast lifespan-shortening project, S. cerevisiae; OD615, 48 h; inhibition, % at 10 µM; hit rate 0.51% among 140,000; AID 804, 2007;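 active = inhibition above a set limit, 3 SD over the mean compound inhibition, cut at about 44% in these data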; note: inactives centre near -24
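Assay system: S. cerevisiae DeaD strain BB579 yeast. Medium: CSMM-D restrictive synthetic medium containing dextrose (glucose). Times: 4 h cell preincubation, 48 h compound exposure, 30 °C humidified. Signal: OD615 turbidity measurement. Benchmarks: positive control amphotericin B 10 µg/mL.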
E-sel TNF inh = E-selectin induction blockers in HUVEC – imaging, immunofluorescence, high content, primary screen | HUVEC TNFa-induced E-selectin immunofluorescence | inhibition, % at 2 µM | AID 1246, 2008 | hit rate 0.71% among 120,000;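 active = inhibition above the batch mean plus 3 SD, and confirmed as a hit on visual image review, cut at about 43% in these data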;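 note: 0% = TNF-stimulated DMSO wells and 100% = unstimulated control wells; not every result past the cut was called active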
Numbers without * were called inactive; . = not tested or not shown.

cpd	smiles	MRP1 act	Measles CPE	Yeast growth inh	GALR2 blocker	Phagocytosis inh	HCT116 PTEN-null	E-sel TNF inh	Yeast life ext	NPY Y2 blocker	bCat KO growth
1	CN(C)c1ccc(CN(C(=O)COc2ccc(Br)cc2)C2CCS(=O)(=O)C2)cc1 (configuration not stated)	1.3	18	-34	-23	0	95	0	-10	0	86
2	Cc1ccc(-n2ncc3c(=O)n(CC(=O)NC4CCCC4)cnc32)cc1C	-1.5	1	-6	-2	0	97	.	-4	1	92
3	CC(C)CNC(=O)c1ccccc1NC(=O)CN(c1ccc2c(c1)OCCO2)S(C)(=O)=O	-2.2	15	-33	-5	0	76	-20	-6	1	79
4	Cc1ccc(C)c(OCC(=O)N2CCOCC2)c1	-1.6	6	-31	-8	1	98	-38	-4	-1	91
5	N#CCc1ccc(C(=O)c2ccccc2F)s1	-0.8	11	-40	5	0	96	11	-12	1	96
6	N/C(Cc1ccc(Cl)cc1Cl)=N\OC(=O)Cc1ccccc1	0.7	19	18	-8	-11	108	20	-7	4	84
7	O=C(NCN1CCCCC1)c1cccnc1	-0.3	12	-70	-6	0	109	-6	-7	4	110
8	CC(C)NC(=O)CSc1nnc(-c2ccco2)n1N	-2.3	2	-8	-5	1	99	-9	-1	1	101
9	COc1ccc(Nc2nnc(SCC(=O)N3CCCC3)s2)cc1	-0.6	11	-43	7	1	100	-1	-12	1	98
10	CC(C)CNC(=S)N1CCN(C)CC1	-1.2	24	-42	-2	1	76	-35	-9	3	76
11	O=C(CN1C(=O)C2CC=CCC2C1=O)NC1=NCCS1 (configuration not stated)	0.7	8	-22	-3	0	103	10	-1	0	104
12	Cc1ccc(-n2nc(C)c(C3(O)C(=O)N(C(C)C)c4ccccc43)c2N)cc1 (configuration not stated)	-2.0	3	5	16	-9	88	.	2	0	79
13	O=C(N/N=C/c1cn(-c2cccs2)nc1-c1ccccc1)c1ccccc1Br	-2.6	20	-15	11	-4	22	.	-3	1	46
14	CCOc1cccc(C(=O)Nc2cccc(-c3nnc(-c4ccccc4)o3)c2)c1	1.9	7	-27	0	0	34	-14	-24	0	57
15	O=C(Cc1cccc2ccccc12)Nc1nc2ccccc2[nH]1	0.1	6	-39	-5	0	94	-12	4	1	99
16	CC(C)COc1ccc(-c2nnn(CC(=O)N3CCCC3)n2)cc1	0.4	6	-6	3	.	89	-1	-5	-2	92

From entry 14 as far as 16, copied from above:
cpd	smiles	MRP1 act	Measles CPE	Yeast growth inh	GALR2 blocker	Phagocytosis inh	HCT116 PTEN-null	E-sel TNF inh	Yeast life ext	NPY Y2 blocker	bCat KO growth
14	CCOc1cccc(C(=O)Nc2cccc(-c3nnc(-c4ccccc4)o3)c2)c1	1.9	7	-27	0	0	34	-14	-24	0	57
15	O=C(Cc1cccc2ccccc12)Nc1nc2ccccc2[nH]1	0.1	6	-39	-5	0	94	-12	4	1	99
16	CC(C)COc1ccc(-c2nnn(CC(=O)N3CCCC3)n2)cc1	0.4	6	-6	3	.	89	-1	-5	-2	92

Further structures
cpd	smiles	MRP1 act	Measles CPE	Yeast growth inh	GALR2 blocker	Phagocytosis inh	HCT116 PTEN-null	E-sel TNF inh	Yeast life ext	NPY Y2 blocker	bCat KO growth
17	Cc1ccc(NCC(=O)N/N=C/c2ccc(OC(=O)c3ccco3)cc2)cc1	-1.4	7	-22	-12	.	101	-7	-14	-1	91
18	COc1cc(/C=C/c2ccc3cccc(OC)c3n2)c(OC(C)=O)c([N+](=O)[O-])c1	-1.9	16	-6	-1	0	65	-1	-14	-2	67
19	CCn1cc(C(=O)NCCCOC)c(=O)c2cc(S(=O)(=O)N(C)C)ccc21	-2.8	18	-31	-3	.	93	.	-2	4	87
20	CCOC(=O)C(CCCCOc1ccc([N+](=O)[O-])cc1)C(=O)OCC	-2.1	4	4	6	.	88	-52	-4	10	88
21	CC1Cc2nc(SCC(N)=O)n(C)c(=O)c2S1 (configuration not stated)	-0.9	15	-8	20	0	112	20	2	2	98
22	O=C(Cc1ccccc1)NCc1ccc2c(c1)OCO2	-0.9	6	-24	-5	2	109	0	-10	4	106
23	CC1CCN(c2[nH]c(=S)c(C#N)c3c2CCCC3)CC1	-4.8	8	1	1	0	93	7	-8	1	99
24	CCOC(=O)Cc1csc(NC(=O)c2cccs2)n1	0.2	5	-2	0	-1	88	-40	-6	2	88
25	Cc1cc(C(=O)N/N=C/c2cccnc2)c(C)o1	-0.6	27	-39	20	4	91	-26	-15	2	103
26	CC(C)(C)c1[nH]nc2c1C(C1C=CCCC1)C(C#N)=C(N)O2 (configuration not stated)	-4.0	5	-28	-8	-1	86	-14	-3	1	85
27	Cc1ccccc1OCC(=O)NN1Cc2ccccc2C1=N	-1.0	17	-30	-3	1	82	-28	-12	1	97
28	Cc1cc(=O)[nH]c(SCC(=O)NCCc2ccccc2)n1	1.2	10	-1	15	0	100	-55	-8	3	103
29	CC(=O)N1CCN(c2ccc(NC(=O)C(C)Oc3ccc(Cl)cc3Cl)cc2)CC1 (configuration not stated)	-1.4	14	-8	-3	-1	73	19	-14	4	71
30	Cc1csc(NC(=O)c2ccc(C)o2)n1	0.9	17	-17	-6	-5	91	.	-2	1	84
31	C(=C/c1ccnc2nc(SC/C=C/c3ccccc3)nn12)/c1ccccc1	-2.7	22	-28	2	.	79	12	-6	3	81
32	Cc1cc(C)cc(OCC(=O)Nc2cccc(-c3nc4ncccc4o3)c2)c1	-3.2	6	-10	2	2	66	21	-6	9	61
33	O=C(NCc1cccnc1)C1CCCN(S(=O)(=O)c2ccc(Cl)cc2)C1 (configuration not stated)	-0.4	12	-6	-2	1	100	-16	-4	7	94
34	O=S(=O)(NCc1ccco1)c1cnc(Cl)c(Br)c1	-1.3	5	20	5	-3	88	.	-1	0	80
35	Nc1ccc(N2CCN(c3ccc(Cl)c(Cl)c3)CC2)cc1	-3.6	4	7	13	-3	42	.	-6	-5	40
36	O=C(Nc1ccon1)c1ccc(Br)o1	-0.5	3	-32	4	0	101	-10	-5	7	98
37	CCCCc1ccc(-c2csc(/C(C#N)=C\c3ccc(C)o3)n2)cc1	-2.5	12	-26	-4	0	87	25	40	2	95
38	COc1cc(NC(=S)NCCCN2CCOCC2)cc(OC)c1	-1.2	28	-3	11	-5	91	.	1	0	95
39	Cc1ccc(C(=O)NCCn2cc(SCC(=O)Nc3cc(C)on3)c3ccccc32)cc1	0.3	18	-36	-2	4	93	.	-9	4	87
40	NS(=O)(=O)c1cccc(NC(=O)CCSc2ccccc2Cl)c1	-1.9	6	2	14	-2	97	.	1	0	89
41	CCCn1c(SCC(=O)N2CCCc3ccccc32)nnc1-c1ccco1	-1.2	3	-40	3	-2	91	-24	-6	1	97
42	Cc1c(CNC(=O)c2cnn3c2NC(c2ccccc2)CC3C(F)(F)F)cnn1C (configuration not stated)	-2.2	2	-15	-2	0	83	.	-5	0	84
43	CCCN(/C=N/c1sc2c(c1C#N)CCCCC2)CCC	0.2	38	-55	-5	.	72	-12	-12	-1	71
44	CN(C)c1ccc(CNC2C3CC4CC(C3)CC2C4)cc1 (configuration not stated)	-3.0	15	11	0	2	95	-31	-19	9	92
45	O=C(COC(=O)c1ccco1)NCC1CCCO1 (configuration not stated)	1.0	21	11	2	0	91	10	-10	1	96
46	c1csc(Cn2c(-c3cccs3)nc3ccccc32)c1	-3.5	12	-2	0	0	79	-4	-5	8	78
47	COc1ccc(OCC(=O)N2CCN(C(=O)COc3ccc(Br)cc3)CC2)cc1	-0.6	2	-39	-7	-1	81	-8	-8	3	85
48	Cc1onc(-c2ccccc2)c1C(=O)NC(C)C1CCCO1 (configuration not stated)	-2.1	4	-35	8	-1	90	-22	-14	1	95

As entered above.
Reading of no. 42 in Measles CPE: 2
Reading of no. 45 in E-sel TNF inh: 10
Reading of no. 48 in GALR2 blocker: 8
Reading of no. 44 in HCT116 PTEN-null: 95

Values in list order from the list.
E-sel TNF inh, compounds 41 to 48, in order: -24, ., -12, -31, 10, -4, -8, -22

Next results follow:
cpd	smiles	MRP1 act	Measles CPE	Yeast growth inh	GALR2 blocker	Phagocytosis inh	HCT116 PTEN-null	E-sel TNF inh	Yeast life ext	NPY Y2 blocker	bCat KO growth
49	COc1cccc(-c2csc3nnc(SCC(=O)c4ccc(NC(C)=O)cc4)n23)c1	-1.4	1	-27	-7	-1	112	-22	-8	2	90
50	C=CCN1C(=O)CN=C1Nc1cc(C)cc(C)c1	-3.2	16	-18	3	-1	97	.	-11	-1	93
51	CCOC(=O)Nc1nc(-c2ccc(F)cc2F)cs1	-0.5	5	-54	0	0	86	-4	-6	2	86
52	COc1ccc(OC)c(NC(=S)N(CCc2c(C)[nH]c3ccccc23)Cc2cccs2)c1	-2.9	7	-9	8	.	68	-21	7	1	81
53	CC(C)OP(=O)(OC(C)C)C(Nc1ccccc1)c1ccccc1C(F)(F)F (configuration not stated)	-3.5	18	-12	-5	1	74	.	3	7	78
54	O=C(CCn1nnc2ccccc21)N1CCN(c2ccccc2)CC1	-1.1	4	-32	8	1	106	-11	-2	0	103
55	CCCCOC(=O)C(C#N)c1nc2ccccc2nc1N1CCN(Cc2ccc3c(c2)OCO3)CC1 (configuration not stated)	0.7	5	-66	3	-1	72	.	4	2	74
56	CCc1nnc(NC(=O)c2ccc(S(=O)(=O)N(CC)Cc3ccccc3)cc2)o1	-3.5	7	-35	13	2	12	-22	-5	-1	18
57	C(=C\c1ccco1)/C1=NN(c2ccccc2)C(c2ccco2)C1 (configuration not stated)	0.9	6	-20	17	-5	65	.	13	2	77
58	Cc1ccc(S(=O)(=O)c2c(C)cc(C)nc2Oc2cccc(C(F)(F)F)c2)cc1	-0.4	8	-49	-9	.	95	1	-8	8	89
59	C=CCC(CC=C)(NC(=O)c1ccccc1)c1ccccc1	-3.9	5	-46	3	.	83	8	-17	1	94

Gathered by group, those above with a CF3 group.
cpd	smiles	MRP1 act	Measles CPE	Yeast growth inh	GALR2 blocker	Phagocytosis inh	HCT116 PTEN-null	E-sel TNF inh	Yeast life ext	NPY Y2 blocker	bCat KO growth
42	Cc1c(CNC(=O)c2cnn3c2NC(c2ccccc2)CC3C(F)(F)F)cnn1C (configuration not stated)	-2.2	2	-15	-2	0	83	.	-5	0	84
53	CC(C)OP(=O)(OC(C)C)C(Nc1ccccc1)c1ccccc1C(F)(F)F (configuration not stated)	-3.5	18	-12	-5	1	74	.	3	7	78
58	Cc1ccc(S(=O)(=O)c2c(C)cc(C)nc2Oc2cccc(C(F)(F)F)c2)cc1	-0.4	8	-49	-9	.	95	1	-8	8	89

Screens (PubChem BioAssay)

Compounds were not picked by outcome. About 6.1% of those tested had a hit in this group.
